# TRPN1 ag: agonists of zebrafish TRPN1 channel; HEK293 zebrafish TRPN1-YFP, Fluo-8 calcium fluorescence; 100% = response to 87 µM carbachol; activation, % at 3 µM; 0.18% of 220,000 active;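 active means activation above its plate's cutoff, the mean activation of test wells on that plate plus 3 SD, cut at about 19% in these data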;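 further: 0% = DMSO alone and 100% = 87 µM carbachol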
#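 Material: zebrafish TRPN1-YFP in HEK293 cells; Doses: single test compound dose, 3 µM nominal, 0.3% DMSO; Timing: dye loading 1 h at 37 °C, then 30 min room temperature; Technique: intracellular calcium fluorescence with Fluo-8; Benchmarks: high carbachol 87 µM, low DMSO alone.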
# EP2 mod: modulates human prostaglandin E2 receptor EP2 signaling; EP2-expressing cells, cAMP HTRF FRET, PGE2 co-stimulation; induction, % at 25 µM; 0.83% of 260,000 active; AID 940;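 active means compounds whose cAMP rise, as percent of the full-agonist control response, exceeds 60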;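 further: rat C6 glioma line stably carrying human EP2 under a CMV promoter; the protocol text gives 20 µM as final concentration; 100% = response of wells given 1 µM PGE2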
# Target sequence (P43116 whole entry, looked up): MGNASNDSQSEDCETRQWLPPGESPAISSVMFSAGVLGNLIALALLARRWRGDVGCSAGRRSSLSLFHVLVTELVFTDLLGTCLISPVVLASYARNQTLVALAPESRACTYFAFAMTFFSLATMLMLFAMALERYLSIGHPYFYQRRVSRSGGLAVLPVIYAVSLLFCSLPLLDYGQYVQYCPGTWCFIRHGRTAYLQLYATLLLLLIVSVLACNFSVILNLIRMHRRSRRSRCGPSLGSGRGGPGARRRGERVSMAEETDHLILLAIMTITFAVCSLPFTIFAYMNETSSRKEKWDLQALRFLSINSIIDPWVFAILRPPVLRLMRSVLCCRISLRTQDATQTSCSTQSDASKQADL
# 14-3-3 Bad PPI: disrupts binding of bovine 14-3-3 zeta to phospho-Bad peptide | P63103 | TR-FRET 14-3-3zeta/Dy647-pBad peptide displacement, 1 h | inhibition, % at 21.7 µM | 0.71% of 220,000 active | AID 781;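 active means inhibition above about 70%, limit read from the data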;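 further: 0% = full 14-3-3 plus peptide FRET controls and 100% = background without 14-3-3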
# Target sequence (P63103 whole entry, looked up): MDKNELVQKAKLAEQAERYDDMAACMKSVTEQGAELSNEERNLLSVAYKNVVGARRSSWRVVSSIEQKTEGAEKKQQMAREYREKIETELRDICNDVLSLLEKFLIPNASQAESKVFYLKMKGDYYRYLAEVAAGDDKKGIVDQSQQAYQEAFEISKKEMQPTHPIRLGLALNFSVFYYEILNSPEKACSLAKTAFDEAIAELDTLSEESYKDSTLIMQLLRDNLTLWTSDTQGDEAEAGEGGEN
# TRPML3 agonist: activates the human TRPML3 channel | HEK293 TRPML3-YFP, Fluo-8 calcium fluorescence; 100% = the carbachol control signal | activation, % at 3 µM | Q8TDD5 | 0.29% of 220,000 active;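 active means activation above its plate's cutoff, the mean activation of the plate's test wells plus 3 SD, cut at about 12% in these data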;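 further: 0% = DMSO only wells and 100% = carbachol wells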
#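 Test system – HEK293 line with stable expression of human TRPML3-YFP channel · Control set – carbachol 87 µM final as high control (100%), DMSO as low control (0%) · Signal – Fluo-8 calcium dye fluorescence, ex 470-495, em 515-575 nm · Incubation – 1-h 37 °C dye load, 5-s basal, 120-s post-compound reads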
# NPY Y1 blocker: blocks the human neuropeptide Y Y1 receptor. P25929. HEK293-CNG Y1 cells, membrane potential fluorescence; NPY at EC95, then isoproterenol. inhibition, % at 3.6 µM. 1% of 200,000 active;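 active means inhibition above the campaign mean inhibition of all tested compounds plus 3 SD, cut at about 20% in these data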;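 further: 0% = DMSO wells given NPY plus isoproterenol and 100% = isoproterenol alone without NPY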
# Target sequence (P25929 whole entry, looked up): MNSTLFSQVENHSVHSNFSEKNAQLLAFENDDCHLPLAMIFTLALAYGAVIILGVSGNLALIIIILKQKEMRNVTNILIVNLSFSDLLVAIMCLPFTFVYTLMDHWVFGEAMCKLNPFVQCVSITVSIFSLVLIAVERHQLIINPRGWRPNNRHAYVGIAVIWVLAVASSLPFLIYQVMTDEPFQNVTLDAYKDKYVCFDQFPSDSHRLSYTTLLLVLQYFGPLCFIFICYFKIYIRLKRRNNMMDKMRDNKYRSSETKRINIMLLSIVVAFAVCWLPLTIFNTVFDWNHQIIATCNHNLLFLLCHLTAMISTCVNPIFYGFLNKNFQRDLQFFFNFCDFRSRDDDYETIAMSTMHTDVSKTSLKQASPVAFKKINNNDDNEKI
#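 System: HEK293 cells with Y1 receptor plus CNG channel / Probe or stimulus: NPY 25 nM then isoproterenol 1 µM plus Ro 20-1724 25 µM / Compound: one concentration, 3.6 µM, in 0.4% DMSO / Schedule: compound incubation 1 h at room temperature, readout 45 min post-stimulation / Measured by: membrane potential fluorescence / Read-out: % inhibition of NPY effect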
# NPY1 pot ag: potentiates or activates human NPY-Y1 receptor. P25929. NPY-Y1 expressing cells, potentiator/agonist activation. activation, % at 3.6 µM. 0.37% of 220,000 active. AID 1304; in the data active means activation above about 33%, passing the limit was not always enough;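 further: cells stimulated with NPY at EC10 then isoproterenol at EC100; 0% = low agonist plus stimulus and 100% = saturating agonist plus stimulus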
# PPC-1+TRAIL kill: kills PPC-1 cancer cells in the presence of TRAIL. 0.41% of 220,000 active. PPC-1 cells + TRAIL, ATPLite viability luminescence. cell killing (% activity), % at 4 µM;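 active means cell killing above 50% in the first pass at 4 µM, then a duplicate retest at 5 µM averaging 50% or more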;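 further: plate controls were cells with TRAIL plus DMSO for no effect and medium-only wells lacking cells for full effect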
# PGE2 EP2 inh: blocks the human prostaglandin E2 receptor EP2 | C6 glioma cells expressing human EP2, cAMP TR-FRET; cells stimulated with saturating PGE2 | AID 1422 | P43116 | inhibition, % at 25 µM | 0.52% of 260,000 active;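 active means percent inhibition above 40 after rounding to a whole number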;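 further: rat C6 glioma host cells with rolipram phosphodiesterase inhibitor present; the protocol text gives 20 µM as final concentration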
# CHOP inhibitor: inhibitors of CHOP induction in ER stress response; CHO-K1 CHOP-promoter luciferase, tunicamycin-induced, 15-18 h; inhibition, % at 10 µM; 3.8% of 220,000 active; AID 2732;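 active means compounds that reduced the stress-induced luciferase reporter signal by more than about 70% of percent inhibition, limit read from the data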;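 further: 0% = tunicamycin plus vehicle and 100% = wells without tunicamycin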
# Starred values were filed as active, the others as inactive; . = not tested or not shown; & = joins results of further samples; [ ] = another dose, or the depositor's remark. The list is partial, so the mix of outcomes need not match the whole.
SMILES,TRPN1 ag,EP2 mod,14-3-3 Bad PPI,TRPML3 agonist,NPY Y1 blocker,NPY1 pot ag,PPC-1+TRAIL kill,PGE2 EP2 inh,CHOP inhibitor
CCCC(=O)NC(=S)Nc1cccc(-c2nc3ncccc3o2)c1,-0.3,19,-12,0.8,8,-15,-1,5,6
Cc1ccc(CCNC(=O)c2coc3nc4ccccc4nc23)cc1,-0.9,18,-27[fluorescence artefact?],0.3,6,-4,0,.,61
CNC(=S)NNC(=O)c1ccccc1Br,0.1,23,6[fluorescence artefact?],0.7,0,12,3,7,-14
CC(C)COc1ccc(N)cc1OCC(C)C,-0.7,24,9,0.1,-2,-10,-4,2,-19
COC(=O)Nc1ccc(S(=O)(=O)N2CCCCCC2)cc1,-0.9,-11,14,0.1,-4,21,23,10,18
CCN(CC)S(=O)(=O)N1CCC(C(=O)NCCN2CCOCC2)CC1,-0.5,12,-3[fluorescence artefact?],0.8,2,3,15,0,-4
COc1cccc(C(=O)c2ncc(C(F)(F)F)cc2Cl)c1,-1.8,47,-5,0.4,5,-10,-18,3,13
Clc1cccc(Cl)c1/C=N/Nc1c(Cl)cncc1Cl,-0.4,-36,0,-0.2,.,0,28,12,29
O=C1Nc2ccc(Br)cc2C1=Nc1cccnc1,0.3,-24,-3,1.5,.,10,7,-1,3
Cc1cc(N2CCN(C)CC2)nc(-c2ccccc2O)n1,-1.0,-22,-5,0.3,.,-7,-8,-2,8
Cc1ccc(C(c2nnnn2CS(=O)(=O)c2ccc(C)cc2)N2CCN(c3ncccn3)CC2)cc1 (centres undefined),-1.1,59,0,1.5,3,14,21,12,-14
O=C(CCC1CCCCC1)Nc1c2c(nn1-c1ccc(F)cc1)CS(=O)(=O)C2,0.3,15,-7,0.6,57*,-42,17,5,13

# Reformatted with values under each structure: entries from further up
# Order of values: TRPN1 ag, EP2 mod, 14-3-3 Bad PPI, TRPML3 agonist, NPY Y1 blocker, NPY1 pot ag, PPC-1+TRAIL kill, PGE2 EP2 inh, CHOP inhibitor
Cc1ccc(C(c2nnnn2CS(=O)(=O)c2ccc(C)cc2)N2CCN(c3ncccn3)CC2)cc1 (centres undefined)
  -1.1, 59, 0, 1.5, 3, 14, 21, 12, -14
COc1cccc(C(=O)c2ncc(C(F)(F)F)cc2Cl)c1
  -1.8, 47, -5, 0.4, 5, -10, -18, 3, 13
O=C(CCC1CCCCC1)Nc1c2c(nn1-c1ccc(F)cc1)CS(=O)(=O)C2
  0.3, 15, -7, 0.6, 57*, -42, 17, 5, 13
CCCC(=O)NC(=S)Nc1cccc(-c2nc3ncccc3o2)c1
  -0.3, 19, -12, 0.8, 8, -15, -1, 5, 6

# New compounds follow
SMILES,TRPN1 ag,EP2 mod,14-3-3 Bad PPI,TRPML3 agonist,NPY Y1 blocker,NPY1 pot ag,PPC-1+TRAIL kill,PGE2 EP2 inh,CHOP inhibitor
CC(/C=N/Nc1nc(N2CCCCC2)nc(N2CCCCC2)n1)=C\c1ccccc1,1.1,9,8,0.5,1,11,-5,5,73*
C=CCN1C(=O)C(CC(=O)O)SC1=Nc1ccc(C)cc1 (centres undefined),3.0,25,-2,0.6,0,-22,9,4,26
C#CC(=O)N(c1ccc(OC)cc1OC)C(C(=O)NC1CCCC1)c1cccs1 (centres undefined),-2.1,-35,-7,-0.3,-7,15,97*[5 µM],7,107*
Cn1c(CC(=O)Nc2ccc(F)cc2)c(Sc2ccccc2)c2ccccc21,-1.1,25,4,0.3,5,10,7,17,79*
COc1ccc(C2C(C(N)=O)=C(C)Nc3nc(-c4ccccc4OC)nn32)cc1OC (centres undefined),0.6,11,0,0.5,2,5,13,10,41
COc1ccccc1OCCCOc1ccc(C)cc1Br,-1.5,38,1,-0.4,-2,-14,11,9,-26
Cc1nc2ccccn2c1C(=O)/C=C/c1ccc(F)cc1,0.7,-10,-1[fluorescence artefact?],0.1,1,8,-1,25,-59
COc1ccc(OC)c(NC(=O)CSc2ccccc2)c1,-2.9,20,-1,-1.4,3,-18,-6,29,9
CC(C)[C@@H]1N[C@]2(C(=O)Nc3ccccc32)[C@@H]2C(=O)N(c3cccc(C(F)(F)F)c3)C(=O)[C@@H]21,0.5,-2,-5,-0.9,-3,2,16,5,24
CCOc1cc(Cl)c(NC(=O)CC)cc1OCC,0.6,27,-8,0.6,5,-10,26,19,-8
CC(C)N1CC(O)=C(c2nc3ccccc3c(=O)[nH]2)C1=N,-0.1,-2,-15[fluorescence artefact?],0.3,8,13,12,15,19
OC1(c2ccc3c(c2)OCO3)CCN(Cc2ccc(F)cc2)CC1,0.5,-16&-4,-1,-0.2,.,16,1,4&8,2
COCC1CCCN(Cc2nc(-c3ccc4c(c3)OCO4)no2)C1 (centres undefined),1.4,-13,7,0.0,5,-5,-6,2,-2
CCOC(=O)c1csc(-c2ccc([N+](=O)[O-])cc2)n1,0.3,15,-2,0.3,-6,1,28,3,9
COc1ccc(NC(=S)NNC(=O)Cn2nc([N+](=O)[O-])cc2C)cc1,0.3,13,-8[fluorescence artefact?],0.9,1,-2,-3,11,18
COc1ccc(NC(=O)c2sc(Cl)nc2-c2ccccc2)cc1,-0.1,-8,-3,-0.4,4,-18,29,4,10
CC(C)=N/N=C1/NC(=O)C(CC(=O)Nc2cc(Cl)ccc2C)S1 (centres undefined),-1.2,17,-5,0.7,-1,-17,20,5,50
COc1ccc(OC)c(/C=C/C(=O)OCC(=O)Nc2cccc(Oc3ccccc3)c2)c1,3.5,6,7,2.2,6,-37,17,11,-3
Cc1cccc2c(=O)c(C(=O)NCCCN3CCOCC3)c[nH]c12,0.7,8,11,0.9,6,-6,5,9,11
Cc1ccc(Nc2nc(-c3c(C)nc4ncccn34)cs2)cc1,1.3,-3,8,-0.7,24*,-3,7,6,-27
CCC1CCCCN1C(=S)Nc1ccc(SC(F)F)cc1 (centres undefined),0.3,7,-13,0.0,1,4,18,4,-4
CC(=O)COc1cc(C)cc2oc(=O)cc(-c3ccccc3)c12,1.1,16,-5,0.8,-5,5,14,5,11
OC(COc1ccc(-c2ccccc2)cc1)CN1CCOCC1 (centres undefined),2.0,-32,-16,1.5,3,10,35,4,15
CCOC(=O)N1CCN(c2nc3ccc(C(=O)c4ccccc4)cc3n3cnnc23)CC1,1.4,20,4,0.4,.,-4,5,4,23
Cc1ccc(S(=O)(=O)NCCc2ccncc2)cc1,0.3,-4,5,-0.6,1,0,-26,7,33
O=C(Oc1nsnc1N1CCOCC1)N1CCCCC1,-1.1,.,.,0.6,-1,-5,.,13,.
CC1(C(=O)NC2CCCCC2)CCC(=O)N1Cc1cccnc1 (centres undefined),2.3,10,6,0.5,-1,-12,4,8,0
COCc1nnc(NC(=O)CCC2CCCCC2)s1,-1.4,-11,1,-0.4,2,3,44,6,58
CC(=O)/C=C(\C)Nc1c(C)n(C)n(-c2ccccc2)c1=O,2.3,9,-12,0.6,-1,6,-12,5,-10
COc1ccc(C(C(=O)NC2CCCCC2)N(CC2CCCO2)C(=O)CNC(=O)c2ccco2)cc1 (centres undefined),-0.1,-9,-2,0.1,-3,7,6,11,55
Cc1cc(OCc2cccc(Cl)c2)c(C)cc1CN1CCOCC1,0.8,28,-5,-0.5,5,-7,2,4,12
Cc1ccc(C)c(-n2c(-c3csc(C)c3C)n[nH]c2=S)c1,0.8,25,-8,0.3,8,14,30,9,21
COCCNC(=O)c1ccc(NC(=O)C2(c3ccccc3)CCCC2)cc1,0.5,-23,2,0.3,-1,8,6,9,19
CC1=CC(c2ccccc2)NC(=S)N1 (centres undefined),2.0,-7,-20,1.0,3,7,12,5,23
CC1Cc2ccccc2N1C(=O)CSc1nnc2sc3ccccc3n12 (centres undefined),1.6,12,-1,0.2,-2,8,4,6,34
COc1ccc(NC(=O)C(NC(=O)Cc2cccs2)c2ccccc2)cc1 (centres undefined),1.6,-12,3,0.3,3,20,-6,6,29
CC(=O)Nc1ccc(OC(=O)c2cc3cc(Br)ccc3oc2=O)cc1,1.5,3,6,0.7,6,-27,9,9,-2
COc1cc2[nH]c(=S)nc(NCc3cccs3)c2cc1OC,0.1,0,-19,0.5,1,8,-17,2,-5
O=C(COC(=O)c1ccc(S(=O)(=O)N2CCCC2)cc1)Nc1cccnc1Cl,1.5,-4,-9,1.1,1,7,17,8,-5
CCOc1ccc(Oc2ccc(C(F)(F)F)cc2N)cc1,-1.3,-13,8,-0.2,1,6,1,8,78*
CC1CCC/C(=N\NC(=O)Nc2ccccc2)C1 (centres undefined),-1.1,-7,5,0.5,8,-7,9,7,25
COc1ccc(-c2cn(-c3ccc(C)cc3)c(=O)n2CC(=O)Nc2ccc(OC)cc2OC)cc1,-0.8,-3,-12,0.2,-1,-13,6,7,-6
CC1=Nn2c(nnc2-c2cccs2)SC1,0.5,11,0,0.5,-1,-9,21,11,20
COc1ccc(-c2[nH]ncc2CN(C)Cc2c(C)n[nH]c2C)c(OC)c1,-0.1,-6,-4,1.2,2,14,27,6,-2
Cc1oc(-c2cccs2)nc1CN1CCN(C2CCCC2)C(CCO)C1 (centres undefined),-1.4,-14,-4,-0.8,2,1,23,7,-4
COc1ccc(S(=O)(=O)NC(CC(=O)NCc2ccccc2OC)c2ccco2)cc1 (centres undefined),0.3,17,-19,-0.6,3,-1,11,13,-1
CCCCC1=CC2=CC(=O)C(C)(OC(=O)CC)C(=O)C2=CN1CCc1c[nH]c2ccccc12 (centres undefined),.,-16,-7,.,.,.,14,20,11
COc1cccc(CC2CC(=O)N(c3ccc4c(C)cc(=O)oc4c3)C2=O)c1 (centres undefined),-0.7,31,-13,1.4,0,6,0,2,4
O=C(Nc1ccc(Cl)cc1)Nc1nnc(Cc2ccc([N+](=O)[O-])cc2)s1,0.6,-4,30[fluorescence artefact?],0.3,-1,8,9,8,0
O=C(COC(=O)CNC(=O)c1ccco1)Nc1ccc(F)cc1,0.1,21,3,0.4,0,-7,-18,0,36
CCOC(=O)c1c(NC(=O)CN2C(=O)c3ccccc3C2=O)sc(Cc2ccc3c(c2)OCO3)c1C,-0.8,18,-2,0.4,-1,4,3,12,6
COc1cccc(-c2ccc(C#N)c(OC(=O)c3ccc(Cl)cc3)n2)c1,0.9,11,-2[fluorescence artefact?],0.7,3,-8,14,19,80*
COCCSc1nnc(NC(=O)C2CCCO2)s1 (centres undefined),-0.4,-2,-6,0.5,1,20,15,8,20
O=C(O)C1CCC1C(=O)Nc1nc(-c2ccc(Cl)s2)cs1 (centres undefined),0.8,10,-9,0.6,.,-8,24,15,1
C/C(N)=C(/C#N)C(=O)CSc1cc(C)c2cc(C)cc(C)c2n1,0.1,1,-12,1.5,0,8,3,18,32
CC(C)CNC(=O)CN1C(=O)NC(Cc2c[nH]c3ccccc23)C1=O (centres undefined),-0.5,-3,-19,0.5,3,12,5,7,-9
Cc1noc(NC(=O)c2ccc(Cl)cc2)c1Cl,2.2,3,-12,2.3,-2,6,7,5,-7
